Source: PubChem BioAssay (several laboratories)
Insulin prom inh: TRM-6 insulin promoter activity inhibition | TRM-6 cells (human fetal islet line), insulin promoter-eGFP reporter, imaging; reporter expression induced with tamoxifen | inhibition, % at 2 µM | 0.9% of 130,000 active | AID 1273;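 active = inhibition above the mean plus 3 SD, with well images judged a real hit on visual review, cut at about 60% in these data, passing the limit was not always enough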
SDO1 yeast rescue: sdo1-depleted yeast growth rescue; S. cerevisiae sdo1-depleted JHY4D growth rescue, OD600 30 h; hits give high values; pdr5 snq2 efflux-pump mutant strain; z-score at 10 µM; 0.21% of 140,000 active; AID 817;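 active = z-score above 3 at both the 24 hr and the 30 hr optical density reads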;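 note: z-score against mean and SD of all compound wells on the same plate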
SDO1 yeast rescue Rescue 24 h: further read-out of SDO1 yeast rescue, marked with its call; z-score; S. cerevisiae sdo1-depleted JHY4D growth rescue, OD600; measured here: growth rescue at 24 h;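 0 is the plate mean of compound wells and units are plate SD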
* = called active by the depositor; . = no result given.

SMILES,Insulin prom inh,SDO1 yeast rescue,SDO1 yeast rescue Rescue 24 h
C[C@@H]1C[C@H](Nc2ccccc2)c2ccccc2N1C(=O)c1cccnc1,-181.2,-0.54,-0.34
c1ccc2cc(OCCN3CCCC3)ccc2c1,-110.0,1.15,1.59
Oc1ccc(/C=N/Nc2ncc(Br)cn2)c(O)c1,.,-0.49,-0.21
O=CN1CCN(C2CC(=O)N(c3ccc4c(c3)OCO4)C2=O)CC1 (stereo not given),20.9,0.36,2.39
CCOC(=O)C1=C(SCC)c2cc3c(n2C1=O)CCCC3,13.3,-1.82,-1.23
O=C(O)C1CSC(c2ccccc2Cl)N1C(=O)c1ccc(Cl)cc1 (stereo not given),-57.1,1.73,2.03
Cc1cc(C)cc(NC(=O)c2cc(C)nn2C)c1,7.7,-0.28,-1.09
O=C1c2cccc3cccc(c23)C(=O)N1CCCN(C(=O)c1cccs1)c1cccc(F)c1,25.0,-0.39,-0.41
Cc1cc(C(=O)CSc2nncs2)c(C)n1-c1ccc2c(c1)OCO2,.,-1.61,-1.27
CN(Cc1ccccc1)C(=O)CN(Cc1ccccc1)S(C)(=O)=O,-44.2,0.01,-0.22
C/C(Cn1nnc([N+](=O)[O-])n1)=N\NC(=O)c1ccccc1,.,0.21,-1.06
CCOc1ccc(CC(=O)NNC(=S)Nc2ccccc2)cc1Br,26.7,-0.67,-1.2
O=C(Cn1cc(C(=O)c2cccs2)c2ccccc21)NC1CCCCC1,19.4,-0.58,-0.42
CC(C)Cn1c2ccccc2c2cc(C(=O)O)ccc21,3.9,-0.13,-0.07
CCOC(=O)c1[nH]c(C)c(C(=O)Nc2ccc(C)c(F)c2)c1C,9.4,0.18,0.09
CN(C)CCNc1oc(-c2ccccc2F)nc1C#N,.,-0.38,-0.29
CN1CCNC(=O)C1CC(=O)O (stereo not given),5.6,1.24,0.12
Cc1cccc(-n2c(SCc3cc(=O)n4c(C)cccc4n3)nc3[nH]ncc3c2=O)c1,12.9,0.38,-0.16
CC(C)CCNC(=O)CNC(=S)N(Cc1ccccc1)Cc1cccnc1,.,1.43,1.19
O=C(Nc1ccc2nc3n(c(=O)c2c1)CCCC3)c1ccccc1[N+](=O)[O-],28.0,-0.76,-1.55
O=C(Oc1ccc(Br)cc1)c1cncc(Br)c1,22.6,0.59,0.68
Cc1nc([N+](=O)[O-])c(C(=O)OCc2ccccc2)n1C,-64.7,.,.
Nn1cc(-c2ccccc2)nc1SCC(=O)NC1CCS(=O)(=O)C1 (stereo not given),.,0.06,0.59
CCCc1cc(C(=O)O)c2ccccc2n1,-17.1,1.02,0.1

Profiles, looked up by structure. Screens in order: Insulin prom inh	SDO1 yeast rescue	SDO1 yeast rescue Rescue 24 h
O=C(Cn1cc(C(=O)c2cccs2)c2ccccc21)NC1CCCCC1 is listed as 19.4	-0.58	-0.42
CN1CCNC(=O)C1CC(=O)O (stereo not given) is listed as 5.6	1.24	0.12
O=C(Nc1ccc2nc3n(c(=O)c2c1)CCCC3)c1ccccc1[N+](=O)[O-] is listed as 28.0	-0.76	-1.55

Additional entries
SMILES,Insulin prom inh,SDO1 yeast rescue,SDO1 yeast rescue Rescue 24 h
COc1ccc(N2CCN(c3n[nH]c(N)n3)CC2)cc1,2.9,.,.
CSc1nsc(SC)c1NC(=O)OCCc1ccccn1,60.0,0.21,-0.02
CC1=NN(c2ccccc2)C(=O)/C1=C/C=C/c1ccc(N(C)C)cc1,0.0,.,.
Cc1cccc(N(C(=O)C(F)(F)F)C(C(=O)NC2CCCCC2)c2cccs2)c1 (stereo not given),-10.7,-0.04,0.98
O=C1/C(=C/c2c[nH]c3ccccc23)CCC/C1=C\c1c[nH]c2ccccc12,.,-1.58,0.24
CCSc1nnc(NC(=O)c2cccc3ccccc23)s1,.,-1.4,-1.07
O=C(CSc1ccccn1)Nc1ccccc1F,-21.4,0.42,-0.23
CCOC(=O)c1c(NC(=O)Cc2cccs2)sc(C(=O)NC2CCCCC2)c1C,-153.3,0.06,2.12
O=C(NCCCN1CCCC1=O)c1ccc2c(c1)OCO2,1.3,0.76,0.16
O=C(N/N=C/c1ccccc1[N+](=O)[O-])c1ccc(COc2ccccc2-c2ccccc2)cc1,.,0.94,0.61
Cc1cccc(-n2c(N)cc(=O)nc2SCC(=O)NC2CCCCC2)c1,-25.6,1.83,0.97
CCOC(=O)c1[nH]c2ccc(F)cc2c1NC(=O)CCN1CCSCC1,.,0.28,-0.08
COC(=O)C(C)Sc1ccc2nnc(-c3ccc(F)cc3)n2n1 (stereo not given),.,0.72,0.1
O=C(COc1ccc(S(=O)(=O)N2CCCC2)cc1)NCc1ccco1,-37.8,1.36,1.62
O=C1c2ccccc2C(=O)N1CCCc1nc2ccccc2c(=O)n1CCCn1ccnc1,-48.5,0.95,0.47
CC1(C)SC(=S)N(NC(=O)Nc2cccc3ccccc23)C1N(O)C(=O)Nc1ccccc1 (stereo not given),-45.7,0.35,0.2
O=C(NNC(=S)NC(=O)c1ccccc1[N+](=O)[O-])c1ccccc1[N+](=O)[O-],8.1,-0.33,-0.62
CCCOc1ccc(C2C(=O)N(C3CCCCC3)CC(=O)N2C2CC2)cc1OC (stereo not given),-30.3,0.83,0.18
CCC(CC)NC(=O)Nc1ccc(F)c(Cl)c1,0.0,.,.
CCOC(=O)N1CCN(C(=O)CN(c2ccc3c(c2)OCO3)S(C)(=O)=O)CC1,79.0*,1.12,0.84
CCOc1ccc2nc(COC(=O)c3cccs3)c(C(=O)c3ccccc3)[n+]([O-])c2c1,-6.1,-0.14,-0.43
Cc1nn(C)c(C)c1/C=C(\C#N)C(N)=O,26.9,-0.19,0.02
Clc1ccccc1-c1nnc2sc(-c3ccccn3)nn12,5.6,-0.61,-0.11
CC(C)(C)NC(=O)c1cccc(NC(=O)Cc2ccc(Br)cc2)c1,-12.1,1.1,1.62
Cc1ccc2nc(C3CCN(C(=O)c4ccco4)CC3)[nH]c2c1,.,1.24,1.02
O=C(CSc1nc2ccccc2c(=O)n1-c1ccc(F)cc1)Nc1ccc2c(c1)CCC2,-31.2,-0.72,0
O=C(Oc1ccc(/C=N/Nc2ccccc2)cc1)c1ccccc1,24.0,-0.7,-0.83
Cc1ccc(S(=O)(=O)CNC(=S)c2cccc(Cl)c2)cc1,-1.6,-0.95,-1.04
Cc1cccc(N2CCN(Cc3c(C)n(C)n(-c4ccccc4)c3=O)CC2)c1C,19.4,0.26,-0.16
COc1cccc(NC(=S)N2CCN(C(c3ccccc3)c3ccccc3)CC2)c1,-10.3,-0.52,0.03
Cn1c(NC(=O)C(C)(C)Oc2ccc(Cl)cc2)cc(=O)n(C)c1=O,57.1,0.68,0.72
CSc1ccccc1NC(=O)Nc1cccc(Cl)c1Cl,-73.3,-1.93,-1.14
Cc1cc(=O)oc2cc(OCC(=O)N3CCOCC3)ccc12,18.8,2.2,2.37
CCOCC(=O)Nc1nc2ccc(OCC)cc2s1,-5.3,-0.76,-0.94
N#CC1(Cc2ccccc2)c2ccccc2C=CN1C(=O)c1ccccc1 (stereo not given),-59.4,-0.95,-1.29
O=C(NCc1ccco1)C1CCN(S(=O)(=O)c2cccc3cccnc23)CC1,.,1.31,0.94
C=CCn1c(=O)c2ccc(C(=O)NCc3ccccc3)cc2n(Cc2ccc(C)cc2)c1=O,20.0,-1.25,0.48
Nc1c(C(=O)O)cnc2c(-c3ccc(Cl)cc3)cnn12,-246.7,.,.
COc1ccc(NC(=O)[C@@H]2[C@@H]3C(=O)N(C4CCCCC4)C(=O)[C@@H]3C3c4ccccc4C=CN32)cc1 (stereo not given in full),.,0.42,0.43
C=C(C)c1cccc(C(C)(C)NC(=O)N2CCCCC2CC)c1 (stereo not given),-35.1,0.71,0.25
COc1cccc(-c2nnn(CC(=O)Nc3ccc(C)cc3C)n2)c1OC,16.1,-0.6,0.39
CC(C)(C)c1ccc(S(=O)(=O)N2CC(=O)Nc3ccccc32)cc1,41.7,0.73,0.53
CCC1CCCCN1c1nc(-c2ccncc2)nc2ccccc12 (stereo not given),-46.0,-1.3,0.62
Cn1c(=O)n(C)c2cc(S(=O)(=O)NCCO)ccc21,20.0,0.54,0.12
COc1cccc2cc(C(=O)N3C(C)CCCC3C)c(=O)oc12 (stereo not given),40.0,-0.34,-0.31
Cc1cc(C2=NNC(=Nc3ccccc3)SC2)c(C)n1C,50.0,.,.
CCCn1c(=S)[nH]c2cc(C(=O)N3CCCC(C(=O)OCC)C3)ccc2c1=O (stereo not given),-100.0,-1.61,-0.68
CCOc1ccc(C(CC(=O)O)NC(=O)c2cccs2)cc1 (stereo not given),-28.6,-0.48,-0.62
COC(=O)c1sc(N2C(=O)c3oc4ccccc4c(=O)c3C2c2cccs2)nc1C (stereo not given),70.0,-1.39,-0.6
O=C1CC(N2CCN(c3cccc(C(F)(F)F)c3)CC2)C(=O)N1c1ccc(F)cc1 (stereo not given),-6.2,-1.35,-0.63
CC(C)Oc1ccc(CNC(=S)N/N=C/c2ccc([N+](=O)[O-])cc2)cc1,35.7,-1.36,0.01
Nc1nc(C(=O)N2CCOCC2)nn1C(=O)c1ccc(Cl)cc1,.,0.35,-0.2
O=C(Nc1ccc(F)cc1)C(Sc1nnc2ccccn12)c1ccccc1 (stereo not given),-13.3,-0.05,-0.02
CCn1nc(C)c(/C=N/NC(=O)c2ccoc2C)c1C,28.9,1.26,0.3
Cc1nc2ncnn2c(C)c1CCC(=O)NCCCN1CCN(c2cccc(Cl)c2)CC1,38.5,-0.01,-0.06
O=S(=O)(NCc1ccccc1)c1ccc(Cl)cc1,42.5,0.2,0.69
COc1cccc(C2C(C#N)=C(N)OC3=C2C(=O)CCC3)c1OC(=O)c1ccco1 (stereo not given),-100.0,0.5,-0.09
C=CCOc1cccc(/C=C2\C(=O)N(Cc3ccc(C)cc3)C(C)=C2C(=O)OC)c1,.,0.17,0.66
O=C1Nc2ccccc2CCC1Sc1nnc(-c2ccc(Cl)cc2)s1 (stereo not given),-142.9,-1.89,-0.31
COc1ccc(S(=O)(=O)N2CCCC(C(=O)NCc3ccncc3)C2)cc1Cl (stereo not given),42.9,0.33,0.6

The list continues.
SMILES,Insulin prom inh,SDO1 yeast rescue,SDO1 yeast rescue Rescue 24 h
COc1cc(NC(=O)C2=C(N3CCOCC3)/C(=C\c3ccc(Br)cc3)CC2)cc(OC)c1OC,.,-0.61,-0.01
COc1cc(NC(=O)c2ccc(F)cc2)c(OC)cc1Cl,-19.1,-0.25,-0.61
O=C1NCCCC1C(=O)Nc1ccccc1C(F)(F)F (stereo not given),13.5,0.64,1.64
CCOC(=O)N1CCC(=NNC(=O)COc2cccc(C)c2)CC1,.,0.78,0.25
CCCCNC(=S)NNC(=O)c1csc(C)c1,-76.9,1,0.49
Cc1onc(-c2ccccc2)c1C(=O)Nc1ccc(S(=O)(=O)NC2=NCCCCC2)cc1,-6.2,0.35,-0.07
O=C1NC2(CCCCC2)N=C1c1ccccc1,.,0.44,0.15
CCCC(=O)N1c2ccccc2[C@@H](N(C(C)=O)c2ccccc2)C[C@H]1C,-30.0,0.29,0.76
COc1ccccc1NS(=O)(=O)c1cccc(NC(=O)Nc2cccc(Cl)c2)c1,9.7,-0.57,-0.21
CCCCNS(=O)(=O)c1cccc(S(=O)(=O)N2CCCC2)c1,34.6,-0.16,-0.18
COc1ccccc1-c1nnn(C/C(N)=N/O)n1,-14.8,1.02,1.3
COc1ccc(CN2CC(C(=O)N3CCOCC3)CC2=O)cc1 (stereo not given),-10.3,-0.03,-0.49
O=C(c1cccs1)N1CCN(C(=O)C(c2ccccc2)c2ccccc2)CC1,36.1,-0.61,-0.23
Cc1ccc(S(=O)(=O)N2CCC(C(=O)NCCCOC(C)C)CC2)cc1,5.7,-0.29,-0.58
COc1ccccc1N1CCN(C(=O)c2ccc3[nH]c4c(c3c2)CCCC4)CC1,-10.2,-0.14,0.79
Cc1nn2cc(-c3ccc(N)cc3)nc2s1,7.1,1.33,1.48
C=CCN1C(=O)CSc2ccc(C(=O)OCC)cc21,.,0.4,1.07
O=C(/C=C/c1cccc([N+](=O)[O-])c1)N1CCN(C(=O)c2ccco2)CC1,-7.1,0.28,-0.46
CCOC(=O)CN1N=C(/C=C/c2ccc(C)cc2)CCC1=O,-9.7,0.38,0.14
CN(CC(=O)O/N=C(\N)c1ccc([N+](=O)[O-])cc1)S(=O)(=O)c1ccccc1,-16.7,-0.51,-0.03
O=C(NCCN1CCCC1)c1cc(-c2ccncc2)nc2ccc(S(=O)(=O)N3CCOCC3)cc12,.,0.01,-0.5

Five entries from above, with values ahead of the structure:
Insulin prom inh	SDO1 yeast rescue	SDO1 yeast rescue Rescue 24 h	SMILES
7.1	1.33	1.48	Cc1nn2cc(-c3ccc(N)cc3)nc2s1
.	0.4	1.07	C=CCN1C(=O)CSc2ccc(C(=O)OCC)cc21
-7.1	0.28	-0.46	O=C(/C=C/c1cccc([N+](=O)[O-])c1)N1CCN(C(=O)c2ccco2)CC1
-9.7	0.38	0.14	CCOC(=O)CN1N=C(/C=C/c2ccc(C)cc2)CCC1=O
-16.7	-0.51	-0.03	CN(CC(=O)O/N=C(\N)c1ccc([N+](=O)[O-])cc1)S(=O)(=O)c1ccccc1
